Source: PubChem
CHRM4 antagonist – CHRM4 antagonism in calcium assay; inhibition, % at 3 µM; hit rate 0.73% among 360,000; P08173; CHO-hM4 cells, ACh EC80, Fluo-8 calcium fluorescence; AID 624125;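 active = inhibition above its plate's cutoff, the mean inhibition of sample wells plus 3 SD, cut at about 27% in these data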;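 note: 0% = acetylcholine EC80 with DMSO and 100% = DMSO without agonist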
M4 ag – agonists of human muscarinic M4 receptor (CHRM4). P08173. CHO-K1 hM4/Gqi5, Fluo-8 calcium fluorescence; vehicle 0%, full acetylcholine response 100%. activation, % at 3 µM. hit rate 0.14% among 360,000. AID 624127;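 active = activation above the run mean over all test wells plus 3 SD, cut at about 32% in these data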;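 note: peak over basal fluorescence ratio per well then scaled between controls; 0% = DMSO wells and 100% = acetylcholine at EC100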
CRFBP-R2 agonist – CRF-BP/CRF-R2 complex agonism; HEK293 CRF-R2/CRF-BP, calcium dye fluorescence (FLIPR); percent of saturating CRF peptide response; activation, % at 13.2 µM; hit rate 0.46% among 350,000; AID 588473;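 active = activation of at least 50%, plus an integration ratio under a set limit after plate pattern correction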;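 note: plate controls were neutral control wells without compound for no effect and CRF at EC100 for full effect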
CHRM5 PAM – potentiates acetylcholine response at human M5 receptor. hit rate 0.3% among 360,000. CHO-K1 hM5, Fluo-8 calcium, ACh EC20 PAM; 0% = ACh EC20, 100% = ACh EC100. AID 624038. P08912. activation, % at 3 µM;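 active = activation above the run cutoff, the mean activation of all test compounds plus 3 SD, cut at about 18% in these data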
Target sequence (P08912 whole entry, looked up): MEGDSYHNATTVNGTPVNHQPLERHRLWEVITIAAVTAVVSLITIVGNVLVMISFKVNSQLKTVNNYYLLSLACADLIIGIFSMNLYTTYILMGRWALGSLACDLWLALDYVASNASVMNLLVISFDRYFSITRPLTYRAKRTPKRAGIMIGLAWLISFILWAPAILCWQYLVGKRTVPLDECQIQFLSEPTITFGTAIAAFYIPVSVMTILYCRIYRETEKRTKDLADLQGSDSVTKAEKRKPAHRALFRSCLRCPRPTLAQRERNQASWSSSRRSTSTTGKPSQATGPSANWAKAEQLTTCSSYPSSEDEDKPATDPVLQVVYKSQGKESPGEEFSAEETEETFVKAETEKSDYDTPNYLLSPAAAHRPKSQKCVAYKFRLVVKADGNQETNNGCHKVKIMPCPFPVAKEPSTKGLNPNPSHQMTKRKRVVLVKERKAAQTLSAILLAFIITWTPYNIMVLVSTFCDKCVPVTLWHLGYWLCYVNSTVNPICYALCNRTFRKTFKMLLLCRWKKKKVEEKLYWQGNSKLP
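Test system: CHO-K1 hM5 cells / Doses: single-point, 3 µM nominal / Times: Post-acetylcholine fluorescence recording 140 s / Technique: Fluo-8 calcium fluorescence / Measure: Max/basal fluorescence ratio as % of EC20–EC100 ACh window / Benchmarks: low control EC20 acetylcholine (0%), high control EC100 acetylcholine (100%) / Replicates: one well per compound, no replicates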
CHRM1 PAM – positive allosteric modulators of human M1 muscarinic receptor; CHO-K1 hM1, Fluo-8 calcium fluorescence, ACh EC20; 0% = ACh EC20, 100% = maximal ACh; activation, % at 3 µM; hit rate 0.088% among 360,000; AID 588819; in the data active = activation above about 19%, passing the limit was not always enough
Target sequence (P11229 whole entry, looked up): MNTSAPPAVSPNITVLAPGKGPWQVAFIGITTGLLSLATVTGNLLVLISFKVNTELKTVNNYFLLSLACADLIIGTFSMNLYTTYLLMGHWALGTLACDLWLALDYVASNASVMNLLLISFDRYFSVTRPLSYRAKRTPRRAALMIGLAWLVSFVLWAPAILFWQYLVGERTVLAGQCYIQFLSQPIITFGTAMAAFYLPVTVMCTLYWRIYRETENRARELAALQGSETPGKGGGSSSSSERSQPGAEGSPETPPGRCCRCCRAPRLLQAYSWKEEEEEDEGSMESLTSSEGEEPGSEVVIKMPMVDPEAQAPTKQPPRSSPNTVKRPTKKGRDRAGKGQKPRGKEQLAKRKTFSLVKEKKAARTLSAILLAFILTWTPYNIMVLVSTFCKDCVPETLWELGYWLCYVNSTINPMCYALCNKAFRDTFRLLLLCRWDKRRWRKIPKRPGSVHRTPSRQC
CHRM4 PAM – CHRM4 positive allosteric modulation; CHO-K1 hM4/Gqi5, Fluo-8 calcium fluorescence, ACh EC20; 0% = ACh EC20, 100% = maximal ACh; activation, % at 3 µM; hit rate 0.4% among 360,000;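 active = activation above its plate's cutoff, the mean activation of sample wells plus 3 SD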; note: some results filed as inactive read as strong as hits
M5 antag – antagonists of human muscarinic M5 receptor (CHRM5) | P08912 | CHO-hM5 cells, Fluo-8 calcium fluorescence, ACh EC80 | inhibition, % at 3 µM | hit rate 0.59% among 360,000;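 active = inhibition above a per-plate cutoff, the mean of that plate's test compounds plus 3 SD, cut at about 27% in these data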;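 note: 0% = acetylcholine EC80 with DMSO and 100% = DMSO without agonist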
CRFBP-R2 block – blocks CRF-induced signaling of the CRF-BP/CRF-R2 complex; HEK293 CRF-R2/CRF-BP, CRF-induced calcium fluorescence; inhibition, % at 11.8 µM; hit rate 0.59% among 350,000;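 active = inhibition of the ligand-induced calcium signal above about 50% at the single tested concentration, limit read from the data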
M5 ag – CHRM5 agonism in calcium assay. CHO-K1 hM5 cells, Fluo-8 calcium fluorescence; 0% DMSO wells, 100% maximal acetylcholine response. activation, % at 3 µM. hit rate 0.19% among 360,000;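 active = activation above the run's mean over test compounds plus 3 SD, cut at about 23% in these data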;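 note: signal is peak over basal fluorescence ratio across the kinetic read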
Active calls of the source: *; / = not tested or not shown. This is a random part of the collection. Share with any hit: about 2.6%.

SMILES | CHRM4 antagonist | M4 ag | CRFBP-R2 agonist | CHRM5 PAM | CHRM1 PAM | CHRM4 PAM | M5 antag | CRFBP-R2 block | M5 ag
C=C(C)c1cccc(C(C)(C)NC(=O)NNC(=O)c2ccccc2O)c1 | 2 | 2 | 2.6 | -3 | 9 | -3 | 5 | -8 | -1
CC1(C(=O)NS(=O)(=O)c2cccc(C#N)c2)CCN1C(=O)Cc1ccccc1Cl (configuration not stated) | -1 | 0 | / | 0 | 7 | 5 | 4 | / | 1
C/C(=N\NC(=O)c1ccc(NS(=O)(=O)c2cccs2)cc1)c1ccncc1 | -6 | 1 | -1.6 | -1 | 6 | 9 | -1 | 1 | 0
CCOc1ccc(C(C)=O)cc1CSc1nnnn1-c1ccc(O)cc1 | 11 | 7 | -0.1 | -4 | 3 | -7 | 3 | 8 | 2
O=C(NCc1n[nH]c(=S)n1-c1ccc(Cl)c(Cl)c1)c1ccc(S(=O)(=O)N2CCOCC2)cc1 | -2 | 1 | 0.3 | 8 | 9 | -2 | -6 | 19 | -4
CCN(CC)C(=O)c1[nH]cnc1C(=O)NCC(=O)OCc1ccccc1 | 24 | 24 | -1.2 | -29 | -17 | -12 | 27* | 7 | 3
C[C@H](CO)N1C[C@H](C)[C@@H](CN(C)Cc2ccncc2)Oc2c(NC(=O)c3ccncc3)cccc2C1=O | 3 | 0 | -0.4 | -8 | -4 | 3 | 17 | 0 | 5
C=C(C)CSc1nnc2n(Cc3ccccc3)c(=O)c3c4c(sc3n12)CCC4 | -7 | 1 | 1.4 | 0 | -6 | 0 | -4 | -10 | 1
Cc1cccc(NC(=O)c2onc3c2CCCC3)n1 | -3 | 1 | 0.7 | 4 | 6 | 9 | -2 | 2 | 0
O=C(CN1CCN(S(=O)(=O)c2ccc(Cl)c(Cl)c2)CC1)N1CCCCC1 | -4 | 1 | 0.3 | 0 | 8 | 4 | 4 | -3 | -2
CNS(=O)(=O)c1cn(CC(=O)NCc2cccc(OC)c2)cc1S(=O)(=O)NC | -6 | 0 | 1.2 | 3 | 5 | 4 | -4 | 7 | 0
CCCn1c(C(O)c2ccc(C)cc2)nc2ccccc21 (configuration not stated) | -6 | 4 | -0.1 | -4 | 9 | 12 | 0 | -3 | 2
COc1ccc(-n2c(C)cc(C(=O)Cn3c(NCCO)nc4ccccc43)c2C)cc1 | 6 | 3 | -1.4 | -4 | 0 | -5 | -2 | -22 | -7
COc1ccc(CN2CCC(Oc3ccc(C(=O)NCc4ccccn4)cc3)CC2)c(F)c1 | 16 | 2 | 1.7 | -7 | -23 | -16 | 8 | -4 | -6
Cc1cc(NC(=O)CSc2nc3ccccc3c(=O)n2CCCC(=O)NCc2ccccc2)n[nH]1 | 3 | 2 | -0.5 | -3 | 8 | -7 | -8 | -2 | 1
COc1cc(CNCc2ccco2)cc(OC)c1O | -6 | 1 | -1.6 | 5 | 5 | 0 | 4 | -1 | -2
CN(C)CCCNc1ncnc2c1cnn2-c1ccccc1 | -32 | 3 | -0.7 | -2 | 21 | 14 | 0 | -3 | -2
COC(=O)c1ccccc1NC(=O)CSc1[nH]c(=O)cc(C)c1C#N | 7 | 1 | -2.1 | -11 | 3 | -1 | 24 | 9 | -3
CC1(C)C(=O)Nc2ccccc2N1C(=O)CN1C(=O)NC(CCc2ccccc2)C1=O (configuration not stated) | -5 | 2 | -1.1 | -3 | -3 | 4 | -1 | -14 | 1
CCC(=O)c1ccc(OC(=O)C2CCN(C3=NS(=O)(=O)c4ccccc43)CC2)cc1 | -11 | 3 | 0.2 | 3 | 9 | 6 | 12 | 12 | 1
O=[N+]([O-])c1ccc2nc(-c3ccncc3)[nH]c2c1 | -4 | 0 | 0.8 | 8 | 11 | -10 | 0 | -4 | 4
CSCCC(NC(=O)c1ccc(Cl)cc1Cl)C(=O)OC(C)C(=O)NCc1ccco1 (configuration not stated) | -11 | 2 | -0.8 | 16 | 1 | 11 | -4 | 15 | -2
O=C(C1CCC(=O)N(C2CC2)C1)N1CCN(c2ccc(Cl)cc2)CC1 (configuration not stated) | 3 | 1 | 0.1 | 3 | -6 | 0 | 0 | 6 | -3
Cc1ccc(C(=O)NCC(=O)NCCc2ccc(S(N)(=O)=O)cc2)s1 | -3 | 0 | 1.4 | -1 | 5 | 5 | 2 | 4 | -2
C=CCNC(=O)CSc1nc2ccccc2c(=O)n1CCc1ccc(OC)c(OC)c1 | 11 | 15 | -6.0 | -10 | -8 | -10 | -2 | 13 | 0
CC(=O)c1ccc(N2CCN(C(=O)c3cccs3)C(C)C2)c(F)c1 (configuration not stated) | 3 | 8 | -0.5 | -6 | 12 | -3 | 0 | 11 | 0
CCCONC(=O)Nc1ccccc1[N+](=O)[O-] | -5 | 1 | -2.7 | 7 | 10 | 7 | -9 | -18 | -5
Cc1c(C(=O)OC/C(O)=C(\C#N)c2nc3ccccc3[nH]2)oc2ccc(Br)cc12 | 17 | 0 | 0.9 | 5 | 16 | 3 | -1 | 5 | 5
Cn1nc(C#N)c(=O)[nH]c1=O | 2 | 0 | -2.4 | 63* | 5 | -1 | -157 | -9 | 24*
Cc1ccc(NC(=O)Nc2ccccc2)nc1 | -6 | 0 | 0.7 | 4 | 7 | -2 | -5 | -25 | 2
N#Cc1ccc(COC(=O)CN2C(=O)NC3(CCCC3)C2=O)cc1 | -4 | 2 | -2.0 | -4 | 2 | 3 | 5 | 18 | 4
Cc1nc2cc3c(cc2s1)OCO3 | -2 | 0 | -1.0 | -1 | 9 | -3 | 11 | -6 | -3
O=C1CC(Sc2ccc(Cl)cc2)C(=O)N1c1ccc2c(c1)OCCO2 (configuration not stated) | 7 | 4 | 0.0 | -5 | -4 | -6 | 8 | 24 | -8
Cc1c(C(=O)N2CCN(c3ccccn3)CC2)sc2ncnc(N3CCOCC3)c12 | -6 | 2 | -0.9 | -2 | 11 | 11 | -2 | 20 | 2
Oc1ccc(O)c(Cc2nc3ccccc3[nH]2)c1 | 3 | 1 | 1.8 | -5 | -4 | -4 | -3 | -25 | -1
Cn1c(N)c(C(=O)CSc2ccccn2)c(=O)n(C)c1=O | -20 | 1 | -1.8 | 7 | 7 | 20 | -6 | -12 | -1
O=C1c2ccccc2C(=O)C12Cc1ccccc1N1CCN(c3ccccc3)CC12 (configuration not stated) | 2 | 0 | -1.2 | 5 | 13 | 3 | -14 | 2 | 0
O=C(N/N=C/c1c[nH]c2ccccc12)C1COc2ccccc2O1 (configuration not stated) | -1 | 5 | 0.4 | -7 | 4 | -6 | 5 | -17 | -1
CCS(=O)(=O)Nc1cc(C(=O)OC)ccc1C(=O)OC | -12 | 1 | -2.0 | 0 | -2 | 4 | -2 | -10 | -4
NS(=O)(=O)c1ccc(N2CCN(CCOc3ccc(Cl)cc3)CC2)nc1 | 7 | 11 | -2.3 | -3 | -17 | -9 | 12 | 10 | 4

Six structures from above, ordered by SMILES length, rising.
SMILES | CHRM4 antagonist | M4 ag | CRFBP-R2 agonist | CHRM5 PAM | CHRM1 PAM | CHRM4 PAM | M5 antag | CRFBP-R2 block | M5 ag
CCCONC(=O)Nc1ccccc1[N+](=O)[O-] | -5 | 1 | -2.7 | 7 | 10 | 7 | -9 | -18 | -5
N#Cc1ccc(COC(=O)CN2C(=O)NC3(CCCC3)C2=O)cc1 | -4 | 2 | -2.0 | -4 | 2 | 3 | 5 | 18 | 4
CCN(CC)C(=O)c1[nH]cnc1C(=O)NCC(=O)OCc1ccccc1 | 24 | 24 | -1.2 | -29 | -17 | -12 | 27* | 7 | 3
O=C(C1CCC(=O)N(C2CC2)C1)N1CCN(c2ccc(Cl)cc2)CC1 (configuration not stated) | 3 | 1 | 0.1 | 3 | -6 | 0 | 0 | 6 | -3
C=C(C)CSc1nnc2n(Cc3ccccc3)c(=O)c3c4c(sc3n12)CCC4 | -7 | 1 | 1.4 | 0 | -6 | 0 | -4 | -10 | 1
CC1(C(=O)NS(=O)(=O)c2cccc(C#N)c2)CCN1C(=O)Cc1ccccc1Cl (configuration not stated) | -1 | 0 | / | 0 | 7 | 5 | 4 | / | 1

(more compounds)
SMILES | CHRM4 antagonist | M4 ag | CRFBP-R2 agonist | CHRM5 PAM | CHRM1 PAM | CHRM4 PAM | M5 antag | CRFBP-R2 block | M5 ag
Cc1ccc(OCC(=O)N/N=C/c2cn[nH]c2-c2ccc(Cl)c(Cl)c2)cc1 | -12 | 3 | 0.0 | 9 | 7 | 1 | -3 | 3 | 0
C#CCNC(=O)C1=C[C@@H](c2ccc(C#C)cc2)C[C@@H](OCCCCO)O1 | 7 | 0 | -0.2 | -1 | 3 | -1 | 12 | 7 | 2
COc1ccc2c(c1OC)c(=O)n1c3ccc(OC(C)C(=O)NCCCN4CCOCC4)cc3c3ccnc2c31 (configuration not stated) | 4 | 1 | 1.9 | -4 | -9 | 0 | 9 | 8 | 1
COc1ccccc1C(=O)NCC(=O)OCCCOC(=O)CNC(=O)c1ccccc1OC | -1 | 3 | 0.2 | -8 | 1 | -1 | 19 | -5 | -4
Cc1ccc(NC(=O)CN2CCc3cc4c(cc3C2C)OCCCO4)cc1C (configuration not stated) | 6 | 6 | 3.1 | -3 | 0 | -11 | -2 | -17 | -2
CCn1cc(CN2CCCC(C(=O)c3ccc(-c4ccccc4)cc3)C2)cn1 (configuration not stated) | -5 | 9 | -1.6 | 1 | -18 | -7 | -3 | -118 | -6
CCOC(=O)c1sc(NCc2ccco2)c(-c2nc3ccccc3s2)c1N | -5 | 2 | 2.4 | 3 | 5 | 1 | 4 | -10 | 1
CCOC(=O)c1ccc(-n2c(C)nc3c(cnn3-c3ccccc3C)c2=O)cc1 | -13 | 2 | -2.8 | 0 | 7 | -2 | 1 | 14 | 1
O=C(c1cc(-c2ccccc2)nn1-c1ccccc1)N1CCN(S(=O)(=O)c2c(F)cccc2F)CC1 | -7 | 1 | 4.5 | 0 | 7 | 2 | 10 | 14 | 2
Oc1c(Cl)cc(Cl)cc1CNc1nccs1 | -1 | 2 | -0.6 | -7 | 4 | -6 | 10 | 4 | -1
Cc1ccc(C2(CC(=O)N3CCCC3)CCOC(C(C)C)C2)cc1 (configuration not stated) | 1 | -1 | 0.1 | -2 | 2 | -4 | 3 | 3 | 1
CC1=NNC(=O)C1Oc1ccccc1 (configuration not stated) | 9 | 0 | 0.8 | 1 | 11 | -3 | 18 | 13 | 2
CCN=c1scc(C)n1/N=C/c1ccc(O)c(O)c1O | -2 | 0 | -0.1 | 3 | 3 | -2 | -8 | -22 | 2
CCCCCCc1c(C)nc(-n2[nH]c(C)c(CCO)c2=O)[nH]c1=O | 9 | 0 | 1.4 | 3 | 10 | 3 | -7 | 1 | 0

Structures above that have a nitro group on carbon, in the order listed:
SMILES | CHRM4 antagonist | M4 ag | CRFBP-R2 agonist | CHRM5 PAM | CHRM1 PAM | CHRM4 PAM | M5 antag | CRFBP-R2 block | M5 ag
O=[N+]([O-])c1ccc2nc(-c3ccncc3)[nH]c2c1 | -4 | 0 | 0.8 | 8 | 11 | -10 | 0 | -4 | 4
CCCONC(=O)Nc1ccccc1[N+](=O)[O-] | -5 | 1 | -2.7 | 7 | 10 | 7 | -9 | -18 | -5
